IP6K1 inh: blocks human inositol hexakisphosphate kinase 1; 140,000 tested, 0.81% active; AID 1645851; Q92551; activity change, % (series mostly up to about 58 µM); IP6K1 kinase, ADP-Glo luminescence, 2 h; hits give low values; in the data active = activity change below about -25%
Target sequence (Q92551 whole entry, looked up): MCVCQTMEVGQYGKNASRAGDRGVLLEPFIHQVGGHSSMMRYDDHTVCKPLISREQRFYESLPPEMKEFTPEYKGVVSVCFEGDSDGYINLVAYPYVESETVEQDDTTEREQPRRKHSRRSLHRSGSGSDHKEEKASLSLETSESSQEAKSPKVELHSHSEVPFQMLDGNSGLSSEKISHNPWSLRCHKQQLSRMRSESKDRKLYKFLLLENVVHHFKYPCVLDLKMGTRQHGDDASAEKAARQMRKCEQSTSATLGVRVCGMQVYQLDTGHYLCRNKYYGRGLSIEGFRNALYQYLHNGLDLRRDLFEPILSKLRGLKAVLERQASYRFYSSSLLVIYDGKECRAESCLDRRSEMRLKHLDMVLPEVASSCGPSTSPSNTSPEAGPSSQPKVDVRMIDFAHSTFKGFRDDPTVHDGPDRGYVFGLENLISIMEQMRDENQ
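ADP-Glo luminescence measures ADP made by human IP6K1 during a 2 h RT reaction with ATP/IP6 (mix at 1.3 mM/130 uM); top library doses 57.5 and 19.1 uM final.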
GPT2 inh: inhibitors of human GPT2 alanine aminotransferase; Recombinant GPT2, coupled pyruvate oxidase/HRP Amplex Red fluorescence; Potency, µM (top dose mostly 57.7 µM), inactives show at the highest dose activity change, negative = inhibition, actives largely listed as inhibitors; 100,000 tested, 0.25% active; AID 1671188; note: potency is the fitted concentration of half-maximal effect; nearly all actives have a fitted effect of over 60% in size; many of its hits are not listed in these tables
Target sequence (Q8TD30 whole entry, looked up): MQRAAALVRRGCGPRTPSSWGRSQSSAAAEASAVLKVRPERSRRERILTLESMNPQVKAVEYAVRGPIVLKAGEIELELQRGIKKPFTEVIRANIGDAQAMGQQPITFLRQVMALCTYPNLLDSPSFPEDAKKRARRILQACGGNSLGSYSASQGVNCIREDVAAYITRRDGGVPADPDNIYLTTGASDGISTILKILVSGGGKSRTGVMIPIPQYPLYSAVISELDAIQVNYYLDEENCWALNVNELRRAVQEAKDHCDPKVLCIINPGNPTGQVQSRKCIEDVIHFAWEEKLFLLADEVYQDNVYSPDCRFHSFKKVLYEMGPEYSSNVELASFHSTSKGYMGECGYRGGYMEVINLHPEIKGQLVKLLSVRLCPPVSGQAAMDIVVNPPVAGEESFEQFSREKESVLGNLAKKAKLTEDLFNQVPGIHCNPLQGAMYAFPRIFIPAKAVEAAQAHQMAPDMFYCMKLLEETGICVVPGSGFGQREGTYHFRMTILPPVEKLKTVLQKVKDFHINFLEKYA
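Fluorescence of coupled pyruvate oxidase/HRP/Amplex Red system (50uM Amplex, 30 min, dark) reports pyruvate formed by GPT2. Enzyme reaction: 10ng/uL GPT2, 2mM L-alanine, 250uM a-KG, 30 min room temperature, pH 7.5; 50uM AOA control.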
HEK cytotox: cytotoxic compounds in HEK 293 cells | 94,000 tested, 6.6% active | AID 1345083 | HEK 293 viability, ATP luminescence (CellTiter-Glo), 48-72 h | Potency, µM (highest dose often 115 µM), inactives show at the highest dose activity change, negative = cytotoxicity, most hits filed as inhibitors; note: potency is the fitted concentration of half-maximal effect; nearly all actives have a fitted effect of over 60% in size
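ATP-coupled CellTiter-Glo luminescence served as viability read-out, recorded 10 min after reagent addition at room temperature. HEK 293 cells, 250 cells/well, had been incubated with pintool-transferred compound for 48 or 72 hr at 37 degree Celsius.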
HEK293 viab: counter-screen for SNCA expression inhibitors: cell viability; Potency, µM (highest dose often 57.1 µM), for the others: at the highest dose activity change, negative = cytotoxicity, usual class: cytotoxic; 150,000 tested, 0.12% active; HEK-293-SNCA-luc viability, GF-AFC fluorescence, 24 h; AID 1671193;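 note: potency is the fitted concentration of half-maximal effect; 0% = DMSO-treated cells and -100% = medium-only wells without cells; nearly all actives have a fitted effect of over 30% in size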
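HEK-293-SNCA-luc cells (1500/well) plated 24 h, then exposed 24 h to a dilution series; GF-AFC added 30 min at 37C, fluorescence 405/540 nm; normalised to medium-only and DMSO wells, Hill fit.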
3T3 cytotox: cytotoxic compounds in NIH 3T3 cells; 94,000 tested, 4.3% active; AID 1345082; Potency, µM (series often up to 96.7 µM), inactives show at the highest dose activity change, negative = cytotoxicity, most hits filed as inhibitors; NIH 3T3 viability, CellTiter-Glo ATP luminescence, 48-72 h; note: potency is the fitted concentration of half-maximal effect; nearly all actives have a fitted effect of over 55% in size
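Cells were seeded at 400 per well, treated with pin-transferred compound, and kept 48 or 72 hr at 37 °C before CellTiter-Glo addition and luminescence imaging of cellular ATP.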
SNCA expr inhib: reduces expression of the alpha-synuclein gene | AID 1671194 | HEK-293 SNCA-luciferase knock-in, luminescence, 24 h | Potency, µM (series often up to 57.2 µM), inactives show top-dose activity change, negative = inhibition, actives largely listed as inhibitors | 140,000 tested, 0.17% active;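 note: potency is the fitted concentration of half-maximal effect; plate controls were DMSO cells for no effect and cell-free wells for full effect; nearly all actives have a fitted effect of over 45% in size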
Luciferase inh: blocks purified firefly luciferase enzyme activity. AID 1347043. 76,000 tested, 2.5% active. Potency, µM (highest dose often 115 µM), for the others: top-dose activity change, negative = inhibition, actives largely listed as inhibitors. purified P. pyralis luciferase, luminescence, biochemical. P08659; note: potency is the fitted concentration of half-maximal effect; nearly all actives have a fitted effect of over 65% in size
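Luminescence read by CCD imaging after purified firefly luciferase (10nM final) was added to substrate buffer holding 10uM D-luciferin and 10uM ATP, pH 7.5, pre-dosed with compound.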
Numbers without * were called inactive; i = inactive; u = inconclusive; x = not tested or not shown; & = joins results of further samples; [ ] = dose if it differs, or a comment. Unless noted, calls come from the whole dose curve; as a rule, active = well fitted curve in the direction sought with a large enough effect; inconclusive = small, poorly fitted or top-dose-only effect, or another doubt; inactive = no such curve, though single readings can be large; an effect the other way counts as inactive or inconclusive. Unless noted, % is set by controls: 0 for no effect and ±100 for the full control effect.

nr	canonical_smiles	IP6K1 inh	GPT2 inh	HEK cytotox	HEK293 viab
1	O=C(Nc1ccc2c(c1)OCO2)c1cccn(Cc2cccc([N+](=O)[O-])c2)c1=O	22	x	x	0%
2	COc1ccc(-c2nc(CN3C(=O)CN=C(c4ccccc4)c4ccccc43)c(C)o2)cc1	0	x	x	-23%
3	COC[C@H]1CCCN1C[C@H]1CN2CC[C@H]1C[C@@H]2CNC(=O)c1ccc(N(C)C)cc1	-3	i	u	-21%[87.6 µM]
4	CN[C@H]1[C@H](O)[C@H](O[C@@H]2[C@@H](O)[C@H](O[C@H]3O[C@H]([C@H](C)O)[C@@H](O)[C@H](O)[C@H]3N)[C@@H](N)C[C@H]2N)OC[C@@]1(C)O	7	u	x	-12%
5	C=CC(=O)NCNC(=O)C=C	-18	-32%[88.5 µM]	x	42%
6	CCC(CC)c1cc([C@H]2CN3CC[C@H]2C[C@@H]3CNC(=O)C2CCC2)nc(-c2ccncc2)n1	12	1%	-5%	0%
7	CCOc1ccccc1C(=O)N1CCC2(CC1)NCc1ccccc1-n1ccnc12	15	i	-13%	26%
8	COCC(=O)NC[C@H]1C[C@@H]2CCN1C[C@@H]2c1cc(C2CCCCC2)nn1C	0	-16%[88.5 µM]	0%[172 µM]	5%[87.6 µM]
9	CC(C)(C)CN1CCCC2(CC(c3cccnc3)=NO2)C1 (stereo unspecified)	-3	i	u	2%[87.6 µM]
10	Cc1c(N[C@@H](c2nnc(-c3ccc(C#N)cc3)o2)[C@H](C)O)ccc(C#N)c1Cl	1	i	x	2%
11	COc1cc2c(cc1OCC1CC1)NC(=O)C21CCN(c2cnccn2)CC1	-9	3%[88.5 µM]	u	-4%[87.6 µM]
12	CCOc1ccc(C(=O)N2CCC3(CC2)NCc2ccccc2-n2ccnc23)cc1	17	u	-9%	-1%
13	CC(C)(C)c1ccc(-c2cn(C[C@H]3CC4CCN3C[C@@H]4C(=O)NCc3ccccc3)nn2)cc1 (stereo partly specified)	19	3%	u	-4%
14	Cc1ccnc(N2CC3CCC(C2)N3CC(F)(F)F)c1[N+](=O)[O-]	-4	i	u	0%
15	Cc1ncc2c(n1)C[C@@H]1CC[C@H]2N1S(=O)(=O)c1c(C)noc1C	2	i	-4%	3%

nr	3T3 cytotox	SNCA expr inhib	Luciferase inh
1	x	-10%	x
2	x	-21%	x
3	71µM*	-2%[87.6 µM]	-15%[172 µM]
4	x	x	x
5	x	-28%	x
6	u	-6%	14%
7	-24%	23%	-2%
8	-11%[174 µM]	30%[87.6 µM]	6%[172 µM]
9	-29%[138 µM]	-2%[87.6 µM]	x
10	x	x	x
11	-9%[138 µM]	1%[87.6 µM]	-19%[172 µM]
12	3%	0%	-2%
13	u	3%	13%
14	-19%	-25%	x
15	i	-13%	8%

Going on with the list:
nr	canonical_smiles	IP6K1 inh	GPT2 inh	HEK cytotox	HEK293 viab
16	COc1ccccc1-c1cc([C@H]2CN3CC[C@H]2C[C@@H]3COC(=O)Nc2ccccc2)n(C)n1	-21	i	u	-5%
17	O=C(Nc1ccc2c(c1)OCO2)c1cccn(Cc2ccc(F)cc2)c1=O	10	x	x	-9%
18	O=C(c1cnccn1)N1C[C@@H]2C[C@H](C1)c1c(-c3ccccc3)ccc(=O)n1C2	-5	3%[88.5 µM]	4%[172 µM]	4%[87.6 µM]
19	CN1CCc2cc3c(cc2C1C1OC(=O)c2c1ccc1c2OCO1)OCO3 (stereo unspecified)	1	i	x	9%
20	Cc1cc([C@@H]2CCCN2C)on1	x	2%	x	-16%
21	COc1ccccc1C(=O)N1CCC2(CC1)c1nccn1-c1ccccc1CN2CC(C)C	20	i	-9%	-3%
22	C=CCN1CC[C@]23c4c5ccc(O)c4O[C@H]2/C(=N/NC(=O)c2ccccc2)CC[C@@]3(O)[C@H]1C5	x	i	x	-2%
23	O=C(c1ccsc1)N1CC(CO)C2(CCNCC2)C1 (stereo unspecified)	3	3%	-2%	-10%[12.5 µM]
24	NCCCCCNC1(c2ccccc2)CCCCC1	10	i	x	-26%
25	COc1nc2c(cc1CNC(=O)C1C(C)(C)C1(C)C)C(=O)N(C1CCCC1)C2	-2	u	u	u
26	CC(=O)NCCNC(=O)[C@H]1CN2CCC1C[C@@H]2Cn1cc(-c2ccc(C(C)(C)C)cc2)nn1 (stereo partly specified)	21	-6%	-4%	10%
27	O=C(c1ccoc1)N1[C@H]2CC[C@@H]1c1cnc(-c3ccccc3)nc1C2	29	i	u	-5%
28	C[N+]1(CCF)[C@@H]2CC[C@H]1CC(OC(=O)C(O)(c1ccccc1)c1ccccc1)C2 (stereo partly specified)	13	i	x	-10%[23.9 µM]
29	CN(C)[C@H]1CCCCN(C(=O)Cc2ccc(S(C)(=O)=O)cc2)C1	15	-1%[11.5 µM]	4%	15%
30	CN1[C@@H]2CC[C@H]1CC(OC(=O)C1C=Nc3ccccc31)C2 (stereo partly specified)	3	5%	x	-5%

nr	3T3 cytotox	SNCA expr inhib	Luciferase inh
16	u	u	11%
17	x	29%	x
18	-2%[174 µM]	-17%[87.6 µM]	3%[172 µM]
19	x	x	x
20	x	-18%	x
21	i	-9%	1%
22	x	24%	x
23	-3%	135%[activator]	-9%
24	x	x	x
25	u	-16%	-4%
26	-6%	-6%	1%
27	u	4%	1%
28	x	-64%[25.6 µM]	x
29	-13%	-2%	2%
30	x	x	x

Given with values under each structure: 2 of the compounds above.
Results follow in this order: IP6K1 inh | GPT2 inh | HEK cytotox | HEK293 viab | 3T3 cytotox | SNCA expr inhib | Luciferase inh
9	CC(C)(C)CN1CCCC2(CC(c3cccnc3)=NO2)C1 (stereo unspecified)
 : -3 | i | u | 2%[87.6 µM] | -29%[138 µM] | -2%[87.6 µM] | x
10	Cc1c(N[C@@H](c2nnc(-c3ccc(C#N)cc3)o2)[C@H](C)O)ccc(C#N)c1Cl
 : 1 | i | x | 2% | x | x | x

Single records (already shown).
Profile of COc1ccccc1-c1cc([C@H]2CN3CC[C@H]2C[C@@H]3COC(=O)Nc2ccccc2)n(C)n1 : IP6K1 inh = -21; GPT2 inh = i; HEK cytotox = u; HEK293 viab = -5%; 3T3 cytotox = u; SNCA expr inhib = u; Luciferase inh = 11%
Profile of C[N+]1(CCF)[C@@H]2CC[C@H]1CC(OC(=O)C(O)(c1ccccc1)c1ccccc1)C2 (stereo partly specified) : IP6K1 inh = 13; GPT2 inh = i; HEK cytotox = x; HEK293 viab = -10%[23.9 µM]; 3T3 cytotox = x; SNCA expr inhib = -64%[25.6 µM]; Luciferase inh = x

Some values from the entries so far.
#23 in IP6K1 inh has 3
#8 in HEK cytotox has 0%[172 µM]
#21 in Luciferase inh has 1%
#10 in IP6K1 inh has 1

(list continues)
nr	canonical_smiles	IP6K1 inh	GPT2 inh	HEK cytotox	HEK293 viab
31	COc1cc2c(cc1CCc1ccccc1)N(C(=O)CC(C)C)CC21CCN(C(C)=O)CC1	2	-20%	u	-18%
32	COc1ccc(-c2cn(C[C@H]3C[C@@H]4CCN3C[C@@H]4C(=O)N(C)C)nn2)cc1	4	1%[88.5 µM]	-5%[172 µM]	7%[87.6 µM]
33	CCn1ccc(C(=O)N2CCC3(CC2)c2nccn2-c2ccccc2CN3CC(C)C)n1	18	2%	45µM*	-2%
34	NC1=NC(=O)C(c2ccccc2)O1 (stereo unspecified)	0	1%	x	-16%[23.9 µM]
35	CCCCc1cn(C[C@H]2CC3CCN2C[C@@H]3C(=O)NCc2ccc3c(c2)OCO3)nn1 (stereo partly specified)	21	-17%[88.5 µM]	-2%[172 µM]	-8%[87.6 µM]
36	O=[N+]([O-])/N=C1\NCCN1Cc1ccc(Cl)nc1	2	5%	x	46%[23.9 µM]
37	c1ccc(C2(c3ccccc3)CC2C2=NCCN2)cc1 (stereo unspecified)	x	-9%	x	1%
38	Cc1nn(C)c2ncnc(NCCc3c[nH]c(=O)[nH]c3=O)c12	7	-2%	-5%	2%
39	O=C(O)CCCOc1ccc(Cl)cc1Cl	21	-2%[88.5 µM]	x	33%
40	CCNC(=O)N1[C@H]2CC[C@@H]1c1cnc(-c3ccccc3)nc1C2	7	i	-2%	5%
41	Fc1ccc(CN2CCCC3(CC(c4ccccn4)=NO3)C2)cc1 (stereo unspecified)	1	-2%	-23%	4%
42	CCOc1ccc(Oc2ccc(OCc3cc(F)ccc3F)cc2)c(N)c1	3	i	x	1%
43	CS(=O)(=O)N1C[C@@H]2C[C@H](C1)c1ccc(NC(=O)c3ccncc3)c(=O)n1C2	-6	3%[88.5 µM]	i	2%[87.6 µM]
44	CC(C)(C)CC(C)(C)c1ccc(O)cc1	-2&24	-4%[88.5 µM]	x	-27%[23.9 µM]
45	COc1ccc(CNC[C@H]2C[C@@H]3CCN2C[C@@H]3c2cc(C3CCCC3)nn2C)cc1	3	i	-27%[172 µM]	7%[87.6 µM]
46	CNC(=O)N1N=C(c2ccc(N)cc2)c2cc3c(cc2CC1C)OCO3 (stereo unspecified)	1	i	x	-14%&-9%

nr	3T3 cytotox	SNCA expr inhib	Luciferase inh
31	u	-4%	3%
32	u	-28%[87.6 µM]	1%[172 µM]
33	u	8%	-4%
34	x	-7%[25.6 µM]	x
35	-9%[174 µM]	-20%[87.6 µM]	3%[172 µM]
36	x	7%[25.6 µM]	x
37	x	1%	x
38	0%	25%	0%
39	x	26%	x
40	-4%	11%	0%
41	-17%	-20%	x
42	x	x	x
43	u	1%[87.6 µM]	6%[172 µM]
44	x	-37%[25.6 µM]	x
45	-2%[174 µM]	-3%[87.6 µM]	1%[172 µM]
46	x	25%	x

An excerpt; rates above refer to the full screens.
